Source: PubChem BioAssay (National Center for Advancing Translational Sciences (NCATS))
S-ASM inh = blocks human secretory acid sphingomyelinase. 340,000 compounds, 0.006% hits. P17405. Potency, µM (top dose mostly 57.5 µM), for inactives: top-dose activity change, negative = inhibition, hits mostly inhibitors. AID 504937. placental ASM, HMU-PC fluorogenic substrate, 60 min; also: potency is read from the fitted curve at half-maximal effect
Target sequence (P17405 47-631 limits assumed): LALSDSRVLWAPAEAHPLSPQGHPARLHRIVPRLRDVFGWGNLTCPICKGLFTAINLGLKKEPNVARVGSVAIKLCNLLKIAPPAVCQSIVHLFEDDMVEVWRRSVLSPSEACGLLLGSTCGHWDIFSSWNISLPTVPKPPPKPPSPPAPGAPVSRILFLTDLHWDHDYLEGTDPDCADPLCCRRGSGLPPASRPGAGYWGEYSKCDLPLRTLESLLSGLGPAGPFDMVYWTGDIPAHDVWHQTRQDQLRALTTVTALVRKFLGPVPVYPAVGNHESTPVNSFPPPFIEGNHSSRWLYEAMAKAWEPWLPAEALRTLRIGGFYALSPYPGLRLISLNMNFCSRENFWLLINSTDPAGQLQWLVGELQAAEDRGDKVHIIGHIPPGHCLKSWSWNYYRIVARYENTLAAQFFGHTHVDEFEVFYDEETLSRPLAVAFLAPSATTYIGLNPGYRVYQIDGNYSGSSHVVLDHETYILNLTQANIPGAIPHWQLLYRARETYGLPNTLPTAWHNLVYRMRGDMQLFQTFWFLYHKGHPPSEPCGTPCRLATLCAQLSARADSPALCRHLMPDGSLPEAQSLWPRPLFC
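qHTS format. ASM enzyme prepared from human placenta hydrolyses the fluorogenic substrate HMU-PC0 (9 uM final) over 60 min at 37 °C after a 10 min compound preincubation.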
PTAP TSG101 blk = blocks PTAP/TSG101 interaction to inhibit HIV-1 budding; Q99816; AID 493005; Fluorescence polarization, FITC-PTAP peptide / Tsg101 binding; Potency, µM (highest dose often 115 µM), inactives show at the top dose activity change, negative = inhibition, actives largely listed as inhibitors; 340,000 tested, under 10 active; active = well fitted inhibition curve with a large enough effect in the main read-out, with a control signal flat, not every such curve was filed as active; inconclusive = small, poorly fitted or top-dose-only effect, or effect the other way, or a change in a side signal; inactive = no such curve, though single readings can be large or run the other way; also: potency is read from the fitted curve at half-maximal effect; % of control where 0% means no effect
Target sequence (Q99816 whole entry, looked up): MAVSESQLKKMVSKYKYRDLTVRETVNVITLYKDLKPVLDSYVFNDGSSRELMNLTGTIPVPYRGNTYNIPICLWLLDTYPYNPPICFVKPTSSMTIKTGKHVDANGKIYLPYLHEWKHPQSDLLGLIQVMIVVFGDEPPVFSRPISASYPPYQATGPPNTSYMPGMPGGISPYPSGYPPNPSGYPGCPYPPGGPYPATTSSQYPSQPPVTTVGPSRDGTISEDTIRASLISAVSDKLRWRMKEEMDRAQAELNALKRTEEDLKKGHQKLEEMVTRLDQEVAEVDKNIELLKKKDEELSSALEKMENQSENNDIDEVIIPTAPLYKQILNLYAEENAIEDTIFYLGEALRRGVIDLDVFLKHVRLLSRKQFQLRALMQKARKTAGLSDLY
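Steps: Tsg101 binding domain dispensed (10 uM final), compounds pinned in DMSO, FITC-labeled PTAP-motif peptide added (50 nM final); after 20 min binding at room temperature, polarization measured.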
a7 integrin act = integrin-mediated muscular dystrophy alleviation activation; alpha7betagal myoblasts, beta-gal FDG fluorescence, 48 h; 350,000 compounds, 0.064% hits; Potency, µM (titrated, usually from 38.3 µM), without a hit: at the top dose activation, usual class: activators;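 also: potency is read from the fitted curve at half-maximal effect; 100% = response of the positive control SU9516; nearly all actives have a fitted effect of over 60% in size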
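Alpha7betagal+/- myoblasts (passage 13) were plated 16-24 hr, then exposed to compounds (1:260 dilution of DMSO stock) for 48 hours at 37C. After MPER lysis, β-galactosidase reporter activity was read as FDG fluorescence (ex 480/em 540) after 30 minutes.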
TCR act = T cell receptor activation | primary human leukocytes, anti-CD3, IL-2 HTRF, 48 h | Potency, µM (highest dose often 9.22 µM), inactives show at the highest dose activation of IL-2 secretion, most hits filed as activators | 330,000 tested, under 10 active; also: % of control where 0% means no effect
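Primary human leukocytes incubated 48 hr with anti-CD3 beads plus compound, without co-stimulation. Secreted IL-2 measured by HTRF (europium cryptate/d2 anti-IL-2 pair, 320 nm excitation, 665 nm emission).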
* = called active by the depositor; ? = inconclusive; [ ] = another dose, or the depositor's remark. Unless noted, calls follow the shape of the dose curve; as a rule, active = well fitted curve in the direction sought with a large enough effect; inconclusive = small, poorly fitted or top-dose-only effect, or another doubt; inactive = no such curve, though single readings can be large; an effect the other way counts as inactive or inconclusive.

S-ASM inh | PTAP TSG101 blk | a7 integrin act | TCR act | Structure
-4.2% | 0.2% | 4.8% | -2.0% | O=C(Nc1ccc(S(=O)(=O)N2CCCC2)cc1)c1ccc(F)cc1
-1.1% | 2.5% | 2.7% | 0.2% | CCOc1ccccc1C1c2cc3c(cc2OC(C)(N2CCCC2)C1C)OCO3 (centres undefined)
3.4% | -2.0% | -10.0% | -2.4% | Cc1c(NS(=O)(=O)c2cccc(C(=O)Nc3ccc(SC(F)F)cc3)c2)c(=O)n(-c2ccccc2)n1C
-1.5% | -4.1% | -7.1% | -2.8% | NC(=O)C1C2C=CC(C2)C1c1ccccc1 (centres undefined)
-2.8% | -7.2% | -21.5% | -2.5% | COc1cccc(CNc2nc3ccc(NC(C)=O)cc3s2)c1
-0.1% | -3.8% | 25.2% | -4.3% | O=C(NNC(=O)c1ccc2ccccc2c1)c1cccc(Br)c1
-5.9% | -4.8% | 3.0% | 0.6% | CC(C)C[C@H]1CNC(=S)N1CC1CCN(CC2CCCC2)CC1
? | -3.1% | -37.8% | 3.2% | Cc1cccc(NC(=O)c2ccc(NS(=O)(=O)c3cccc4cccnc34)cc2)c1
-11.4% | -1.2% | -18.5% | -17.9% | c1ccc(C(=NNc2nc3ccccc3s2)c2ccccn2)cc1
-1.2% | 0.3% | 19.1% | -0.8% | Cc1cc(Br)c(Oc2cc(NN3CCCCC3)c([N+](=O)[O-])cc2[N+](=O)[O-])c(Br)c1
-8.4% | 0.1% | 10.3% | -3.4% | O=[N+]([O-])c1ccc2c(c1)C(=NO)c1cc(F)ccc1-2
-3.1% | -5.6% | 28.9% | -2.7% | COC(=O)c1nn(-c2ccccc2)c(Cl)c1/C=N/OCc1c(Cl)cccc1Cl
-5.0% | -1.6% | 31.6% | -3.8% | CN1CCN(S(=O)(=O)c2cccc(C(=O)N(C)CC(=O)Nc3ccc(Cl)c(Cl)c3)c2)CC1
2.6% | -7.6% | 3.7% | -1.0% | CCN(CC)CCCN1C(=O)C(=O)/C(=C(/O)c2c(C)nc3ccccn23)C1c1ccc(C)o1 (centres undefined)
1.2% | -1.0% | -14.1% | 3.6% | N/C(=N\NS(=O)(=O)c1ccccc1Cl)c1ccccn1
-1.1% | -0.1% | 7.0% | 5.1% | N#CC1(c2cccc(Br)c2)C(=O)Nc2ccccc21 (centres undefined)
2.0% | -2.6% | 2.7% | -7.4% | CCOC(=O)C1=C(C)NC(=O)NC1C(C)C (centres undefined)
-1.5% | -1.4% | ? | 10.2% | O=C(CN1CCN(Cc2cccc(C(F)(F)F)c2)CC1)NCC(=O)Nc1ccc(F)c(F)c1F
-1.5% | -2.6% | -11.5% | 1.0% | COc1ccc(Cc2nnc(NC(=O)CS(=O)(=O)Cc3ccccc3)s2)cc1
0.8% | -0.5% | -11.1% | -3.7% | COc1ccc(Cl)cc1CC=NNC(=O)c1ccncc1
-7.8% | -2.0% | ? | 2.9% | Cc1cc(C)cc(Nc2ccc3nonc3c2[N+](=O)[O-])c1
0.6% | -1.2% | -1.3% | -3.8% | CCOC(=O)C(Cc1ccc(O)cc1)Nc1nc2ccccc2o1 (centres undefined)
14.3% | -8.2% | 1.4% | -1.3% | CC(=O)Nc1ccc2c(O)cc(S(=O)(=O)O)cc2c1
1.5% | -6.3% | -18.2% | -0.6% | Cc1ccc(C)c(Nc2nc3ccccc3[nH]2)c1
-2.4% | -3.0% | -35.3% | -3.4% | CN(CC(=O)Nc1cccc(F)c1)C(=O)/C=C/c1ccc(S(=O)(=O)N2CCCCCC2)cc1
4.1% | -0.2% | -1.4% | 5.3% | O=C(O)CCCCCCCCCCC1CCC(O)C1O (centres undefined)
-4.2% | 0.0% | -66.5%[inhibitor] | 3.0% | O=C(/C=C/c1ccccc1)c1ccc2ccccc2c1
0.0% | -4.8% | 18.1% | 2.8% | O=c1ccn([C@@H]2O[C@H](CNS(=O)(=O)c3csc(-c4ccno4)c3)[C@@H](O)[C@H]2O)c(=O)[nH]1
-0.2% | -1.6% | -26.4% | 2.6% | COc1ccc(CCC2(C)OCC(CCCCO)O2)cc1 (centres undefined)
2.7% | -2.7% | 25.3% | -0.8% | O=[N+]([O-])c1ccc(Cl)cc1P(=O)(O)c1cc(Cl)ccc1[N+](=O)[O-]
53.8%[activator] | 0.4% | -19.4% | 4.5% | c1ccc2c(c1)-c1cccc3cncc-2c13
-3.6% | -2.1% | 15.4% | -0.5% | CCc1c(C2(O)CCCCC2)[nH]c2ccc(C(=O)OC)cc12
11.3% | -3.2% | 4.2% | 1.9% | CN(C(=O)c1cccc(NC(=O)Cc2ccc(NC(=O)C3CCCN(C(=O)C4CC4)C3)cc2)c1)C1CCCCC1 (centres undefined)
5.9% | -0.1% | 2.0% | -4.0% | CC(C)(C)OC(=O)N1CCCC(C(=O)Nc2cccc(C(=O)N3CCOCC3)c2)C1 (centres undefined)
-1.5% | 1.6% | -3.2% | 3.4% | COc1cc(S(=O)(=O)N2CCOCC2)c(OC)c(S(=O)(=O)N2CCOCC2)c1
-0.3% | -0.5% | -31.4%[inhibitor] | -0.8% | CC(=NNC(=S)N1CCN(c2ccccn2)CC1)c1nccs1
-2.5% | 1.4% | -41.0% | -5.9% | COc1ccc(S(=O)(=O)N2CCOCC2)cc1C(=O)Nc1ccc(N2CCCCCC2)cc1
28.8% | 2.0% | 8.0% | -29.4% | COc1ccc(C2=Nc3ccccc3C2(O)CCN2C(=O)c3ccccc3C2=O)cc1 (centres undefined)
-1.9% | -0.6% | 24.8% | -4.2% | COc1ccc(COC[C@H](C)[C@H](O)[C@@H](C)[C@H]2OC(=O)[C@@H]2C)cc1
-8.5% | -4.5% | 37.0% | 1.3% | CC(C)C[C@H]1CNC(=O)C(=O)N1CC1CCN(CCc2ccc(-c3ccccc3)cc2)CC1
-8.4% | -0.5% | 19.8% | 0.8% | COC(=O)CCC(=O)OC1(C)C(=O)C=C2C=C(c3ccsc3)OC=C2C1=O (centres undefined)
-3.4% | -3.9% | -14.6% | 1.3% | O=S(=O)(Nc1ccc2ccccc2c1)N1CCCCC1
2.2% | -4.4% | -35.6% | 4.8% | O=C1NC(=O)N(C2CCCCC2)CC1Br (centres undefined)
-20.4% | -3.7% | ? | 16.3% | CC(C)CCCCCCCCCCCCC(=O)NCC(=O)NC1C(O)C(O)C(Nc2ncnc3nc[nH]c23)OC1C(O)CO (centres undefined)
-0.2% | -0.9% | -14.3% | 10.3% | O=C(NCc1ccccc1)c1ccc(NC(=O)C2CCCCC2)cc1
3.4% | -5.3% | 17.1% | -9.6% | CC(C)n1c(=O)[nH]c(=O)n1C(C)C
2.4% | -1.0% | 6.3% | 1.0% | COC1OC2COC(c3ccccc3)OC2C(O)C1NC(=O)c1ccccc1 (centres undefined)
1.1% | -0.8% | 1.1% | -1.4% | CCOC(=O)CCCCCNC(=O)c1ccc(F)cc1F
-13.5% | 2.0% | -2.0% | -3.3% | O=[N+]([O-])c1cccc(C=NNc2ccccc2)c1
1.3% | -3.9% | -30.9% | 0.8% | CCN1CCN(c2ccc(S(=O)(=O)N3CCOCC3)cc2NC(=O)c2ccc(OCC(C)C)cc2)CC1

Nothing new here: entries from further up.
S-ASM inh | PTAP TSG101 blk | a7 integrin act | TCR act | Structure
4.1% | -0.2% | -1.4% | 5.3% | O=C(O)CCCCCCCCCCC1CCC(O)C1O (centres undefined)
-4.2% | 0.0% | -66.5%[inhibitor] | 3.0% | O=C(/C=C/c1ccccc1)c1ccc2ccccc2c1
0.0% | -4.8% | 18.1% | 2.8% | O=c1ccn([C@@H]2O[C@H](CNS(=O)(=O)c3csc(-c4ccno4)c3)[C@@H](O)[C@H]2O)c(=O)[nH]1
-0.2% | -1.6% | -26.4% | 2.6% | COc1ccc(CCC2(C)OCC(CCCCO)O2)cc1 (centres undefined)
2.7% | -2.7% | 25.3% | -0.8% | O=[N+]([O-])c1ccc(Cl)cc1P(=O)(O)c1cc(Cl)ccc1[N+](=O)[O-]

(further entries)
S-ASM inh | PTAP TSG101 blk | a7 integrin act | TCR act | Structure
-1.4% | -1.0% | 13.7% | -0.8% | Cc1c(N(C)S(=O)(=O)c2ccc(Cl)c(C(=O)NCC(C)(C)N3CCOCC3)c2)c(=O)n(-c2ccccc2)n1C
-10.0% | 0.2% | 23.7% | 6.9% | Cn1c(OCc2ccc3c(c2)OCO3)nc2c1c(=O)n(Cc1cccc(Cl)c1)c(=O)n2C
-5.1% | -0.9% | 16.5%[7.66 µM] | -1.3% | Cc1nnc(SCCn2c(N3CCC(C)CC3)nc3c2c(=O)n(C)c(=O)n3C)s1
5.1% | -3.8% | 18.6% | -12.4% | O=C(C1CC(=O)N(c2ccc3c(c2)OCCO3)C1)N1CCN(S(=O)(=O)c2cccc(F)c2)CC1 (centres undefined)
-10.3% | 0.0% | -2.1% | 0.7% | N#CC(=C(O)COC(=O)Cc1c[nH]c2ccccc12)c1nc2ccccc2[nH]1
-0.7% | -4.2% | 19.3% | 0.8% | CN(C=O)c1cc([N+](=O)[O-])ccc1OCc1ccccc1
-0.7% | 3.2% | -11.1% | 0.6% | O=C(Nc1ccccc1F)c1ccccc1C(=O)Nc1ccccc1F
-0.5% | -11.0% | ? | -5.1% | COc1ccc(-n2cc([N+](=O)[O-])c(=O)c3ccc(Cl)cc32)cc1
3.3% | -0.5% | 15.8% | 0.6% | C[C@H](O)[C@@H]1C(=O)N2CCc3ccc(N4CCOCC4)cc3[C@@H]2C[C@@H]1N(C)C(=O)C(C)(C)C
1.7% | -11.8% | -18.7% | 11.1% | Cc1cc(NC(=O)NCc2ccco2)ccc1NC(=O)NCc1ccco1
4.4% | 0.8% | -26.6% | 6.9% | CCOc1cc(C(=O)NC2CCCCCCC2)cc(OCC)c1OCC
6.7% | 11.8% | -27.5% | -1.5% | O=C(O)c1ccc(NN=CC2=C(N3CCOCC3)/C(=C/c3ccccc3)CC2)cc1
1.4% | -2.5% | -15.7% | 8.4% | O=C(O)/C=C(/c1ccccc1)C(F)(F)F
0.1% | -5.2% | 10.8% | -18.7% | O=C(NCC1CC1)C1(C(F)(F)F)CC(CCc2ccccc2)CCCO1 (centres undefined)
-3.1% | -9.5% | 2.2% | 1.3% | COc1ccc(-n2nc(C(=O)N3CCC(C#N)CC3)c3c4ccccc4n(C)c3c2=O)cc1
2.6% | -0.7% | 1.7% | 7.6% | CCOC(=O)C1=C(C)N(CCCC(=O)O)C(=O)NC1c1ccc2ccccc2c1 (centres undefined)
-3.5% | -6.7% | 7.3% | 3.8% | CCOc1ccccc1C=NN=Cc1ccccc1O
-16.3% | -2.7% | 15.3% | 4.5% | Cc1cccc(C)c1OCc1cc(C(=O)N2CCC(C3CCCCC3)C2)no1 (centres undefined)
-4.2% | -5.5% | -14.4% | 0.9% | COc1cccc(C=Nc2cc(C(C)C)c(O)cc2C)c1O
13.6% | -6.3% | 0.0% | -2.6% | Cc1ccc(S(=O)(=O)NCCC(=O)NCCc2ccccc2)cc1
-6.5% | 0.5% | 9.1% | 4.4% | O=C(Nc1cccc(C(=O)O)c1)/C(=C/c1cccc([N+](=O)[O-])c1)NC(=O)c1cccc(Br)c1
-0.1% | -1.7% | 15.5% | 11.8% | O=c1[nH]cnc(CN2CCCCC2)c1O
-1.9% | -2.4% | -3.2% | -3.5% | O=c1cc(-c2ccccc2)ss1
-2.8% | -0.2% | ? | 2.0% | O=c1cc(-c2ccccc2)[nH]n1-c1ccccc1
117.5%[activator] | 1.7% | -3.5% | -9.2% | CCN1C/C(=C\c2cc(OC)c(OC)c(OC)c2)C2=NN(c3ccccc3)C(c3cc(OC)c(OC)c(OC)c3)C2C1 (centres undefined)
-0.1% | -1.8% | -15.0% | 0.0% | Cc1ccc(C2=NOC(C)(c3nnc(-c4ccccc4)o3)C2)cc1 (centres undefined)
1.8% | -3.8% | 6.5% | 2.2% | CCOC(=O)C1=C(COC(=O)c2ccc(Cl)c(S(=O)(=O)N3CCOCC3)c2)NC(=O)NC1C (centres undefined)

Gathered by group, those above with a tert-butyl group (2)
S-ASM inh | PTAP TSG101 blk | a7 integrin act | TCR act | Structure
5.9% | -0.1% | 2.0% | -4.0% | CC(C)(C)OC(=O)N1CCCC(C(=O)Nc2cccc(C(=O)N3CCOCC3)c2)C1 (centres undefined)
3.3% | -0.5% | 15.8% | 0.6% | C[C@H](O)[C@@H]1C(=O)N2CCc3ccc(N4CCOCC4)cc3[C@@H]2C[C@@H]1N(C)C(=O)C(C)(C)C

The list is partial. The share of hits here may be higher or lower than overall.
